FEN1 inhibitor = blocks human flap endonuclease 1; P39748; Recombinant FEN1 flap cleavage, fluorescence, 15 min; Potency, µM (highest dose often 114 µM), inactives show top-dose activity change, negative = inhibition, hits mostly inhibitors; 390,000 compounds, 0.35% hits; AID 588795; also: nearly all actives have a fitted effect of over 65% in size
Target sequence (P39748 whole entry, looked up): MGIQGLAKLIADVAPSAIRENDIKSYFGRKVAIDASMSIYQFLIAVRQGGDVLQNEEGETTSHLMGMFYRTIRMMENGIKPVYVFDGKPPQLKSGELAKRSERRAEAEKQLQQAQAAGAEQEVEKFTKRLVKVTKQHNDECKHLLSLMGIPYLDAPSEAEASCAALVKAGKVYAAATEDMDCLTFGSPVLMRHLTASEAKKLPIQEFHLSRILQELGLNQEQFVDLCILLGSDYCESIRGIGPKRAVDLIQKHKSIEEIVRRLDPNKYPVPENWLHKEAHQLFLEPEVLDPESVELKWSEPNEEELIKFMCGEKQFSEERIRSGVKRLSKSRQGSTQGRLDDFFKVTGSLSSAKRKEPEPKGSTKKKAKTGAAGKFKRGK
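Read-out was taken twice, immediately and after 15 min, following addition of 50 nM substrate to 10 nM FEN1 that had sat with test compound for 15 min at room temperature. Curves came from a four-parameter Hill model.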
N370S GC = inhibits or activates N370S mutant glucocerebrosidase. N370S GC spleen homogenate, 4MU-glucoside fluorescence. Potency, µM (highest dose often 59.4 µM), without a hit: at the top dose activity change, negative = inhibition, hits mostly inhibitors. 330,000 compounds, 0.092% hits;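 also: 0% = full enzyme activity and -100% = no enzyme basal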
TDP1 inh = TDP1 (human) enzyme inhibition; Q9NUW8; recombinant TDP1, AlphaScreen DNA substrate cleavage; Potency, µM (highest dose often 130 µM), inactives show at the highest dose activity change, negative = inhibition, actives largely listed as inhibitors; 350,000 compounds, 0.28% hits; also: nearly all actives have a fitted effect of over 40% in size
Target sequence (Q9NUW8 whole entry, looked up): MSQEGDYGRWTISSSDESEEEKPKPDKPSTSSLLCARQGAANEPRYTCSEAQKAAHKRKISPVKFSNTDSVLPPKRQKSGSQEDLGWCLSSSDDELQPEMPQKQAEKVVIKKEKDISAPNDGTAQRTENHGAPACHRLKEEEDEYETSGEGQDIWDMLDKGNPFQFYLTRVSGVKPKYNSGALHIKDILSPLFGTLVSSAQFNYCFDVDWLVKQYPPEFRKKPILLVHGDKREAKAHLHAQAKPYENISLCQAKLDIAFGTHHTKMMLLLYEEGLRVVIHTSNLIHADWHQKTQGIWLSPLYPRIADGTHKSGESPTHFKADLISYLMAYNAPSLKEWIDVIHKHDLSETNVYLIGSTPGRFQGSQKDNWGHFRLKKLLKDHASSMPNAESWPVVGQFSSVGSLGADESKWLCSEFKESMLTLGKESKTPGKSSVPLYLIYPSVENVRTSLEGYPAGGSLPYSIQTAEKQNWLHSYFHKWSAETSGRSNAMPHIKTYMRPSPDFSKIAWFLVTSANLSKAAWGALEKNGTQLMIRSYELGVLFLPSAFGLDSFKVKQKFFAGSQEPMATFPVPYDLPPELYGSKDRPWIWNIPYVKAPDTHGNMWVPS
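Recombinant human Tdp1 (E. coli-expressed, 1 nM final) preincubated with compounds 15 min at room temperature, then 5'-biotin/3'-phosphotyrosine-FITC DNA substrate (15 nM final) added for 5 min. AlphaScreen beads (10 ug/ml final) added 10 min; cleavage lowers signal.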
* hit, by the source's call; ? = inconclusive; . = no result given; & = joins results of further samples; [ ] = remark or other dose. Calls follow the shape of the dose curve; as a rule, active = well fitted curve in the direction sought with a large enough effect; inconclusive = small, poorly fitted or top-dose-only effect, or another doubt; inactive = no such curve, though single readings can be large; an effect the other way counts as inactive or inconclusive. Unless noted, % is scaled to controls: 0 for no effect and ±100 for the full control effect; potency is read from the fitted curve at half-maximal effect.

SMILES	FEN1 inhibitor	N370S GC	TDP1 inh
Cc1csc2nc(CNC(=O)c3ccco3)cn12	-0.3%	6.6%	-1.0%
CC(C)(C)N1C(=O)[C@H]2[C@@H](c3ccc(Br)cc3)N3C(=O)N(c4cccc(Cl)c4)C(=O)[C@@]3(Cc3ccccc3)[C@H]2C1=O	4.6%	-10.2%	-0.4%
Cc1nc2ccccc2c(=O)n1NC(=O)c1ccccc1[N+](=O)[O-]	-4.6%	-16.7%	4.6%
CC(NC(=O)Cc1ccsc1)c1ccc(F)cc1 (stereo not drawn)	5.2%	-1.5%	0.5%
Cc1cccc(Nc2nc(N)nc(CN3CCN(c4ccc(F)cc4)CC3)n2)c1	-6.9%	?	6.2%
COc1ccc(C(=O)Nc2c(N)nc(SCC(=O)NCC3CCCO3)[nH]c2=O)cc1 (stereo not drawn)	0.2%	-1.5%	0.7%
CC(=O)Nc1ccc(S(=O)(=O)Nc2nc3ccc([N+](=O)[O-])cc3s2)cc1	5.8%	2.1%	-5.0%
CCC(C)(C)NC(=O)CN(C(=O)c1snc(C(N)=O)c1N)c1ccc2nc(C)sc2c1	5.5%	-5.1%	-2.5%
COc1ccc(/C=C/C(=O)c2nc3ccccc3n2CC(=O)c2ccc(OC)cc2)cc1	6.6%	?	7.1%
Cc1c(C(=O)NCc2ccc(Cl)cc2)sc2nc3n(c(=O)c12)CCC3	-26.8%	.	5.2%
O=C(O)CCn1cc(C(=O)O)c(-c2ccccc2)n1	0.9%	-7.5%	.
O=C(c1ccco1)N1CCc2[nH]nc(-c3ccc(Cl)cc3)c2C1	-2.8%	7.5%	2.7%
CCOC(=O)c1c(C)[nH]c(C)c1S(=O)(=O)NCc1ccccc1OCC	15.5%	-3.8%	3.8%
O=C(CCCN1C(=O)C(c2ccccc2)Oc2cccnc21)NCc1ccccc1F (stereo not drawn)	0.7%	-13.5%	1.3%
COCCNC(=O)C(OC(=O)C1=Cc2ccccc2OC1)C(C)C (stereo not drawn)	3.3%	-5.2%	-2.6%
OC(COc1ccc(F)cc1Cl)CN1CCC(Cc2ccccc2)CC1 (stereo not drawn)	3.3%	-27.5%	.
COCCN(CCOC)C(=O)CN1C(=O)NC2(CCCc3sccc32)C1=O (stereo not drawn)	11.1%	-0.6%	6.2%
O=C(Cc1ccccc1)NN1C(=O)c2ccccc2C1=O	-0.1%	14.7%	6.0%
O=C(NC1CCCC1)C(c1cccs1)N(Cc1ccco1)C(=O)c1csnn1 (stereo not drawn)	-13.8%	-7.1%	-3.1%
Cc1nn(C(C)c2n[nH]c(=S)n2-c2cccc(Cl)c2)c(C)c1[N+](=O)[O-] (stereo not drawn)	-2.8%	8.7%	0.7%
C#CCOCCOCCOCCNc1nc(N2CCN(C(=O)[C@H](Cc3ccc(O)cc3)n3cc([C@@H](N)CC(C)C)nn3)CC2)nc(N2CCN(C(=O)[C@H](Cc3cc4ccccc4[nH]3)n3cc([C@@H](N)CC(C)C)nn3)CC2)n1	-4.5%	-19.3%	6.4%
Cc1ccc(NC(=O)c2nnn(-c3cccc(C(F)(F)F)c3)c2N)cc1	-2.1%	4.4%	7.9%
O=C1C2C3C=CC(C3)C2C(=O)N1c1cccnc1 (stereo not drawn)	-0.3%	3.4%	-5.1%
Cc1[nH]n(-c2ccccc2)c(=O)c1C=Nc1ccc(S(=O)(=O)NC(N)=O)cc1	-0.8%	-13.5%	5.2%
CCOc1cnc(-c2c(-c3ccccc3Cl)noc2C)o1	7.3%	-0.5%	2.9%
COc1cccc(C(=O)NC(C)c2ccc(Br)cc2)c1 (stereo not drawn)	-7.6%	-26.0%	0.0%
NS(=O)(=O)c1ccc(CCNC(=O)c2ccccc2-c2ccccc2)cc1	-3.6%	-5.0%	8.5%
COc1ccc(C(=O)N/N=C/c2cccc3cccnc23)cc1	-1.5%	-25.0%	10.3%
COc1cc2c(C(F)(F)F)c(-c3ccsc3)oc(=O)c2cc1OC	?	.	0.5%
Cc1nn(Cc2ccccc2)c(Cl)c1C(=O)OCc1nnc(-c2ccc(Cl)cc2)o1	-4.2%	4.9%	4.1%
CCCCn1c(N)c(N(CCOC)C(=O)c2cc(-c3ccccc3)nc3ccccc23)c(=O)[nH]c1=O	3.9%	1.8%	.
O=C(c1ccc(N2CCCC2)c([N+](=O)[O-])c1)N1CCN(CCO)CC1	-7.4%	-3.8%	-11.4%
O=C(C1CCC1)N1CCc2cc(S(=O)(=O)NCc3ccc(F)cc3)ccc21	-9.3%	.	2.3%
O=S(=O)(c1cccc2cnccc12)N1CCNCC1	8.6%	-0.1%&6.1%	4.4%[56.1 µM]
O/N=C(\c1ccccn1)C1CC1c1ccccc1 (stereo not drawn)	14.8%	-11.0%	6.3%
Cc1ccccc1CCNC(=O)C1CCCN(c2cnccn2)C1 (stereo not drawn)	-1.6%	1.7%	3.7%

Sorted by SMILES length (rising): some entries from above.
SMILES	FEN1 inhibitor	N370S GC	TDP1 inh
COc1ccc(C(=O)N/N=C/c2cccc3cccnc23)cc1	-1.5%	-25.0%	10.3%
NS(=O)(=O)c1ccc(CCNC(=O)c2ccccc2-c2ccccc2)cc1	-3.6%	-5.0%	8.5%
CCCCn1c(N)c(N(CCOC)C(=O)c2cc(-c3ccccc3)nc3ccccc23)c(=O)[nH]c1=O	3.9%	1.8%	.

Following part:
SMILES	FEN1 inhibitor	N370S GC	TDP1 inh
CCc1cccc(C)c1NC(=O)C1CCN(S(=O)(=O)Cc2ccccc2)CC1	-2.8%	.	5.7%
CCCc1cc(C(=O)NC2CCCN(Cc3ccccc3F)C2)no1 (stereo not drawn)	13.8%	2.9%	3.4%
O=c1c2cc(N3CCOCC3)ccc2[nH]c(=S)n1CCCN1CCN(c2ccccc2F)CC1	.	4.5%	6.5%
COC(=O)c1ccc(NC(=O)c2ccc(NS(=O)(=O)c3cccc4cccnc34)cc2)cc1	-1.3%	-1.3%	.
CC(NC(=S)NCCN1CCOCC1)C12CC3CC(CC(C3)C1)C2 (stereo not drawn)	1.9%	-27.4%	2.7%
CCC(C)C(N)C(=O)NC(CC(N)=O)C(=O)NC(CC(C)C)C(=O)NC(CCCCN)C(=O)NC(C)C(=O)NC(CC(C)C)C(=O)NC(C)C(=O)NC(C)C(=O)NC(CC(C)C)C(=O)NC(C)C(=O)NC(CCCCN)C(=O)NC(CCCCN)C(=O)NC(C(=O)NC(CC(C)C)C(N)=O)C(C)CC (stereo not drawn)	.	-4.1%	12.8%
COc1cccc(N(C(=O)c2snc(C(N)=O)c2N)C(C(=O)NCC2CCCO2)c2ccc3ncccc3c2)c1 (stereo not drawn)	-19.4%	-2.7%	.
Cn1nc(-c2ccccc2F)c2cc(C(=O)N3CCN(c4ccc(F)cc4)CC3)sc21	-3.7%	.	2.3%
CSc1ccccc1NC(=O)c1ccc(Cl)s1	1.6%	24.8%	-7.8%
CCN(CC)CCn1c(=N)n(CC(O)COc2ccccc2C)c2ccccc21 (stereo not drawn)	-0.1%	.	0.0%
CSc1cccc(CN2CCCC(C(=O)Nc3cccc(-n4cccn4)c3)C2)c1 (stereo not drawn)	-16.7%	1.0%	0.8%
CC(=O)Nc1ccc(C(=O)CS(=O)(=O)c2ccc(C)cc2)cc1	-9.2%	1.5%	4.4%
COc1ccccc1C(CNC(=O)c1ccco1)N1CCCC1 (stereo not drawn)	-12.0%	.	-0.4%
COC(=O)c1noc(C)c1-c1ccnn1C(=O)c1ccc(C)cc1	0.1%	1.4%	0.0%
Cc1cccn2c(=O)c(/C=C3\SC(=S)NC3=O)c(NCCCN3CCOCC3)nc12	-19.2%	-15.2%	5.1%
CN(c1ccccc1)S(=O)(=O)c1cc(C(=O)Nc2nc3ccccc3[nH]2)ccc1Cl	-4.7%	-21.5%	10.8%
O=C(OCC(=O)N1CCN(c2ccccc2)CC1)c1ccccc1NCCO	-1.6%	?	.
CC(=O)N1NC(=Nc2ccccc2)SC1(C)C	0.9%	-8.0%	-2.4%
O=C(CSc1nnnn1Cc1ccccc1)Nc1ccc2c(c1)OCCO2	-7.9%	9.0%	1.0%
O=C(OCC(=O)N1CCOCC1)c1c(Cl)ccc(Cl)c1Cl	-3.9%	2.9%	-5.1%
COCCCNC(=O)Cn1ccc(N)nc1=O	5.9%	.	0.4%
Cc1c(Cl)cccc1NC(=O)Nc1ccc(C(=O)N2CCCC2)cc1	-1.5%	1.0%	0.6%
Cc1ccc(S(=O)(=O)NC(=O)Nc2cccc([N+](=O)[O-])c2)cc1	1.4%	-2.2%	.
Cn1c2ccccc2c2nnc(SCC(=O)Nc3ccccc3F)nc21	4.0%	-0.2%	.
CCCC(=O)NC(c1ccco1)c1cc([N+](=O)[O-])c2cccnc2c1O (stereo not drawn)	?	-12.0%	7.9%
CC1CCCCN1CCCNc1ccc(C(CC(N)=O)NC(=O)Cc2ccc(Cl)cc2)cc1[N+](=O)[O-] (stereo not drawn)	7.2%	-1.4%	.
COc1ccc(NC(=O)CSc2nc3[nH]ncc3c(=O)n2-c2ccccc2OC)cc1OC	-2.5%	4.2%	5.3%
O=C(OCc1nnc(-c2ccccc2)o1)c1ccc([N+](=O)[O-])s1	?	.	2.5%[56.1 µM]
O=C(NCCCN1CCOCC1)c1ccc(CSCc2cccc(Cl)c2)o1	-11.7%	-17.1%	6.2%
Cc1ccc(O)c(Nc2c3ccccc3nc3ccccc23)c1	-12.5%	?	.
Cn1ncc([N+](=O)[O-])c1C(=O)Nc1ccc(-c2nc3ccccc3[nH]2)cc1	-1.4%	-17.4%	3.1%
O=C(c1cc2c(ccc3ccccc32)oc1=O)N1CCN(CCO)CC1	-4.7%	24.1%	5.2%
CC(=O)Nc1ccc(C(=O)Nc2ccc(S(=O)(=O)N3CCOCC3)cc2)cc1	18.5%	-12.3%	3.4%
CCC1CCCCN1S(=O)(=O)Cc1ccccc1Cl (stereo not drawn)	-14.7%	0.6%	-7.7%
O=C(Nc1ccc2c(c1)OCCO2)c1ccc(CN2CCOCC2)cc1	-0.1%	29.7%	3.2%
CCN(CC)S(=O)(=O)c1ccc2nc(NC(=O)c3ccccc3OC)sc2c1	13.1%	.	8.1%

Fetched by structure from the entries so far:
SMILES	FEN1 inhibitor	N370S GC	TDP1 inh
Cc1ccc(O)c(Nc2c3ccccc3nc3ccccc23)c1	-12.5%	?	.
COc1ccc(NC(=O)CSc2nc3[nH]ncc3c(=O)n2-c2ccccc2OC)cc1OC	-2.5%	4.2%	5.3%

Carrying on.
SMILES	FEN1 inhibitor	N370S GC	TDP1 inh
CCCCc1ccc(-n2nc3ccc(NC(=O)c4cc5ccccc5o4)cc3n2)cc1	-4.7%	.	4.8%[2.28 µM]
O=C(Cn1cnc2c(nnn2Cc2ccc(F)cc2)c1=O)NCC1CCCO1 (stereo not drawn)	-2.2%	19.5%	-2.6%
COc1ccccc1NC(=O)Cn1cnc2c(oc3nc4c(cc32)CCCC4)c1=O	-14.7%	-6.3%	2.5%
N#Cc1ccc(COC(=O)c2ccc3c(=O)[nH]c(CN4CCOCC4)nc3c2)cc1	-19.4%	0.9%	11.9%
CCOc1ccc(CNC(=O)Cn2ccc3cc(S(=O)(=O)N4CCCC4)ccc32)cc1	-16.6%	0.3%	0.4%
Cc1csc(NC(=O)CSc2nnc(NC(=O)COc3ccccc3)s2)n1	11.6%	-1.9%	2.8%
CCOC(=O)c1ccc(Nc2nc(-c3cccnc3)nc3ccccc23)cc1	0.2%	-14.2%	-1.9%
Cc1ccc(-c2nc(N3CCN(S(=O)(=O)c4ccc(F)cc4)CC3)c3ccc(Cl)cc3n2)cc1	-2.0%	.	-0.3%
COc1cc(-c2ccno2)ccc1S(=O)(=O)N1CCN(c2cc(C)ccc2C)CC1	-4.5%	.	4.4%
CN(C(=O)CSc1nc2ccc(NC(=O)COc3ccccc3)cc2s1)c1ccccc1	3.3%	.	-1.6%
Cc1cccc(-n2c(C)n[nH]c2=S)c1C	-2.1%	-5.6%	.
COc1ccc(C(CCN2CCN(c3ccccc3)CC2)c2c(OC)cc(OC)c3c(-c4ccccc4)cc(=O)oc23)cc1 (stereo not drawn)	-18.1%&-10.2%	-9.5%&14.9%	15.6%
CCCCNC(=O)CO/N=C(\C)c1cc2ccccc2o1	-0.5%	12.6%	4.5%
CCCC1(C(=O)OC)NC(c2ccc(OC)c(OC)c2)C2C(=O)N(c3cccc(C(C)=O)c3)C(=O)C21 (stereo not drawn)	0.5%	-1.1%	.
COc1cccc(CN(C(=O)c2ccccc2)C2CCS(=O)(=O)C2)c1 (stereo not drawn)	0.7%	0.6%	2.2%
COc1ccccc1C(=O)NC(=O)CSc1ccc(C)c(C)c1	-15.3%	.	-9.2%
Cc1cc2nnc(SCC(=O)N3CCN(c4ccccc4)CC3)n2c(N)n1	1.3%	?	3.8%
O=C(COC(=O)CCC(NC(=O)OCc1ccccc1)C(=O)OCC(=O)Nc1ccccc1)Nc1ccccc1 (stereo not drawn)	-13.9%	?	2.6%
COC(=O)Nc1ccc(S(=O)(=O)N2CCCC(C(=O)N3CCCCCC3)C2)cc1 (stereo not drawn)	5.0%	7.5%	0.0%
O=C(COC(=O)c1ccccc1O)NC(c1ccccc1)c1ccccc1	11.0%	.	0.6%

Screens: PubChem BioAssay, National Center for Advancing Translational Sciences (NCATS)
